# ELG1 repair inh: inhibitors of ELG1-dependent DNA repair in HEK293T cells; actives 2.3% (n = 330,000); AID 504467; Potency, µM (top dose mostly 46.1 µM), inactives show at the top dose activity change, negative = inhibition, hits mostly inhibitors; HEK293T ELG1-luciferase reporter, luminescence, 16 h; DNA damage induced by 5-fluorouridine; note: potency is the fitted concentration of half-maximal effect; % is set by controls: 0 for no effect and ±100 for the full control effect; nearly all actives have a fitted effect of over 55% in size
#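 DMSO vehicle served as the neutral condition. Each well held 2,000 cells given 5-fluorouridine plus compound; after 16 hr at 37 °C/5% CO2, ONE-Glo was added and luciferase measured 30 min later.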
# NPC1 promoter act: activators of NPC1 promoter; AID 485313; Potency, µM (top dose mostly 9.22 µM), for inactives: top-dose activation, hits mostly activators; Huh7 NPC1 promoter luciferase reporter, 24 h; actives 2.4% (n = 320,000);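 note: potency is the fitted concentration of half-maximal effect; % of control where 0% means no effect; nearly all actives have a fitted effect of over 60% in size; reporter is driven by a mutant NPC1 promoter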
#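 Stably transfected Huh7 (NPC1 promoter→luciferase), 1500 cells/well in Opti-MEM + 10% FBS, 2 h settle, then compound 24 h at 37 °C. Luminescence after 10 min with Amplite reagent.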
# p53 reactivation: re-activators of mutant p53; H1299 p53-A138V BP100-luciferase reporter, luminescence, 24 h; Potency, µM (top dose mostly 92.2 µM), for the others: at the highest dose activity change, positive = activation, hits mostly activators; actives 0.063% (n = 320,000); note: potency is the fitted concentration of half-maximal effect; % of control where 0% means no effect; nearly all actives have a fitted effect of over 45% in size
#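 H1299 (p53-null), stable ts p53-A138V + BP100-Luc; 1000 cells/well, Opti-MEM/10% FBS; cpd 4 pt, 1:5; 24 h, 37 deg C, 5% CO2; detection reagent 10 min RT; luminescence.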
# FLuc counter: counter-screen for miR-21 project: firefly luciferase inhibitors or activators. Potency, µM (doses to about 57.5 µM), for the others: at the top dose activity change, negative = inhibition, most hits filed as inhibitors. actives 6.9% (n = 360,000). P08659. purified FLuc, Km substrates, luminescence inhibition;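 note: potency is the fitted concentration of half-maximal effect; plate controls were vehicle for no effect and reference inhibitor for full effect; nearly all actives have a fitted effect of over 55% in size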
#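 Biochemical qHTS of compounds, final roughly 60 µM downward over six points, against 10 nM purified firefly luciferase using Km concentrations of substrates (10 uM D-luciferin, 10 uM ATP) in Tris acetate pH 7.5 buffer; luminescence output.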
# TRPV1 ag: activates the human vanilloid receptor TRPV1. TRPV1-expressing cells, Fluo-8 calcium influx, agonist mode. Q8NER1. AID 540275. activation, % at 8.33 µM. actives 0.19% (n = 320,000); in the data active = activation above about 80%; inconclusive = between about 30% and that limit; note: 0% is about no effect
#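 Fluo-8 calcium influx in TRPV1-expressing cells, kinetic read (ex 480/em 520 nm). Compound added and read 3 min for agonist activity, followed by capsaicin at EC20 final and 2 min further read for enhancement.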
# ELG1 genotox: genotoxicity induction in ELG1-luciferase HEK293T cells | Potency, µM (series often up to 46 µM), without a hit: top-dose activity change, positive = activation, most hits filed as activators | AID 504466 | actives 1.3% (n = 330,000) | HEK293T ELG1-luciferase reporter, luminescence, 16 h; note: potency is the fitted concentration of half-maximal effect; % of control where 0% means no effect; nearly all actives have a fitted effect of over 60% in size
#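 Genotoxicity was scored as increased ELG1-luciferase reporter signal, measured by ONE-Glo luminescence (30 min, room temperature). Compound or vehicle exposure of the HEK293T reporter cells lasted 16 hr at 37°C.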
# Gal4-VP16 FLuc: inhibits Gal4-VP16 luciferase reporter, ROR gamma counter-screen | Drosophila S2 Gal4-VP16 UAS-luciferase, luminescence, 20 h | Potency, µM (highest dose often 53.6 µM), inactives show top-dose activity, negative = inhibition, hits mostly inhibitors | actives 3.5% (n = 310,000);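 note: Gal4-VP16 expression switched on by copper sulfate through the metallothionein promoter; potency is the fitted concentration of half-maximal effect; % is set by controls: 0 for no effect and ±100 for the full control effect; nearly all actives have a fitted effect of over 50% in size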
# Tb PFK inh: blocks T. brucei phosphofructokinase. O15648. T. brucei PFK, ADP-Glo luminescence. Potency, µM (highest dose often 57.5 µM), for inactives: at the top dose activity, negative = inhibition, most hits filed as inhibitors. actives 0.17% (n = 330,000). AID 485367;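 note: potency is the fitted concentration of half-maximal effect; 0% = uninhibited 1x PFK enzyme wells and -100% = no-enzyme wells; nearly all actives have a fitted effect of over 60% in size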
# Target sequence (O15648 whole entry, looked up): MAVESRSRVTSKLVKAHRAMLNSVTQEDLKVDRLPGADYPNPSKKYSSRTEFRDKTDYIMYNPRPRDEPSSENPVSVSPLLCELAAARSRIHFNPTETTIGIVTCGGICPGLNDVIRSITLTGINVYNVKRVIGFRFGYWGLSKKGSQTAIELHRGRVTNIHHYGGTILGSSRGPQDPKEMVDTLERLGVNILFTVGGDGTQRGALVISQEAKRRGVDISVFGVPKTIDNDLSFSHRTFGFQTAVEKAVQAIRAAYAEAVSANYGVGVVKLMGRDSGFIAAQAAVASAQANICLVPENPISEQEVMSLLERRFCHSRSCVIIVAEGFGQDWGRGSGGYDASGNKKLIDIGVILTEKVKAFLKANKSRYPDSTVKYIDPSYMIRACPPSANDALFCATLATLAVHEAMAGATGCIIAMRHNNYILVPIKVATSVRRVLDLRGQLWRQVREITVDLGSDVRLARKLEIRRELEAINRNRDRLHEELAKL
#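 1.25 nM PFK with 0.5 mM F6P and 0.1 mM ATP in 0.1 M TEA pH 8.0, 5 mM MgCl2, incubated 45 min at room temperature; ADP measured by ADP-Glo luminescence; compounds titrated up to 57 uM.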
# Rab9 promoter act: activators of Rab9 promoter. Huh7 Rab9 promoter-luciferase reporter, luminescence, 24 h. Potency, µM (top dose mostly 9.22 µM), inactives show at the highest dose activation, negative = inhibition, most hits filed as activators. actives 2.8% (n = 320,000). AID 485297; note: potency is the fitted concentration of half-maximal effect; % of control where 0% means no effect; nearly all actives have a fitted effect of over 60% in size
#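 Cell-based reporter: Huh7 stable for Rab9 promoter-driven luciferase, plated in reduced-serum medium with 10% FBS at 1500 cells/well, compound-treated 24 h at 37 °C, luminescence read after 10 min reagent.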
# BRCA1 expr up: activators of BRCA1 expression | MCF7-BRCA1-FFLuc reporter, luminescence, 48 h; response scale: scaled: vehicle 0%, 10 µM genistein 100% | Potency, µM (titrated, usually from 46.1 µM), without a hit: top-dose activation, most hits filed as activators | actives 1.1% (n = 380,000) | AID 624202; note: potency is the fitted concentration of half-maximal effect; nearly all actives have a fitted effect of over 80% in size; some results filed as inactive show a strong effect at the top dose
#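 Compounds are tested at multiple concentrations on MCF7 BRCA1-luciferase reporter cells seeded at 2000 per well; after 48 h, a single luminescence end-point is taken and curves fitted to the normalized data.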
# RORg inh: blocks mouse ROR gamma transcriptional activity | P51450 | Drosophila S2 Gal4-RORgamma UAS-luciferase reporter, 20 h | Potency, µM (doses to about 53.6 µM), inactives show at the highest dose activity change, negative = inhibition, most hits filed as inhibitors | actives 5.4% (n = 310,000); note: potency is the fitted concentration of half-maximal effect; % is set by controls: 0 for no effect and ±100 for the full control effect; nearly all actives have a fitted effect of over 60% in size
# Target sequence (P51450 whole entry, looked up, the tested form may be a part): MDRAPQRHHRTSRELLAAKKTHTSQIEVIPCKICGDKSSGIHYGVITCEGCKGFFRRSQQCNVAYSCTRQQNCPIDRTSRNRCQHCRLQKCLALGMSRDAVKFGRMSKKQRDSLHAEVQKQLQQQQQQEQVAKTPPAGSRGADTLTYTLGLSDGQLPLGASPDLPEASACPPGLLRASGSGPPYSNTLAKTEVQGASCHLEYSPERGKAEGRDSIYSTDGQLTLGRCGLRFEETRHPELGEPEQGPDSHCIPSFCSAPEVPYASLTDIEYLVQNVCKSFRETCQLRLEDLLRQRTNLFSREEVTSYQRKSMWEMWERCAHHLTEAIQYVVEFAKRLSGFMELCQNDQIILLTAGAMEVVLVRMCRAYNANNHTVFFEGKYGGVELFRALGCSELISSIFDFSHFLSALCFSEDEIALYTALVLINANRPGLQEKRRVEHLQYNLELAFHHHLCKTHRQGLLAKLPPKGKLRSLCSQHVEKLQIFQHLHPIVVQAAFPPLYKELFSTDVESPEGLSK
#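 Drosophila Schneider cells stably carrying a metallothionein-driven Gal4 DBD–ROR gamma fusion and a UAS-Photinus luciferase reporter were exposed to compound for 1 hr, then induced with copper sulfate (700 uM final) for 20 hr at ambient temperature before luminescence reading.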
# * marks the source's active call; other numbers are inactive results; u = inconclusive; x = not tested or not shown; & = joins results of further samples; [ ] = remark or other dose. Unless noted, calls come from the whole dose curve; as a rule, active = well fitted curve in the direction sought with a large enough effect; inconclusive = small, poorly fitted or top-dose-only effect, or another doubt; inactive = no such curve, though single readings can be large; an effect the other way counts as inactive or inconclusive.
entry	SMILES	ELG1 repair inh	NPC1 promoter act	p53 reactivation	FLuc counter	TRPV1 ag	ELG1 genotox
1	Oc1c(N=Nc2ccccn2)ccc2ccccc12	u	-5%	3%	1.3µM*	9	u
2	O=C(Nn1c(-c2ccccc2)nc2ccccc2c1=O)C1CCC1	8%	21%	6%	2%[2.3 µM]	3	0%
3	CC(C)(C)C(=O)NNC(=O)c1cc2sccc2s1	19%	8%	0%	-2%	3	-4%
4	Cc1cccc(N=CC=C2OC(C)(C)C(C)(C)O2)c1	u	-4%	5%	u	19	11%
5	C(=N\N1CCN(c2ccccn2)CC1)/C1=C(N2CCOCC2)C(=C/c2ccccc2)/CC1	-11%	-8%	-11%	0%	12	-17%
6	CCOC(=O)c1c(S(=O)(=O)N2CCN(Cc3ccccc3)CC2)c(C)n(C)c1C	5%	-1%	12%	5%	14	4%
7	Cc1nccn1CC(O)COC1CCCCC1 (stereo not given)	8%	-1%	-5%	-2%	-1	-6%
8	COc1ccc(C(C)=O)cc1COC(=O)CNC(=O)c1ccc(F)cc1	6%	-1%	0%	-1%	3	0%
9	CCC(=O)n1nc(-c2ccccc2)nc1NCc1ccccc1	u	13%	u	-16%	14	u
10	O=C(CN1C(=O)NC(c2ccccc2)(c2ccccc2)C1=O)c1c[nH]c2ccccc12	0%	3%	-7%	u	-3	-4%

entry	Gal4-VP16 FLuc	Tb PFK inh	Rab9 promoter act	BRCA1 expr up	RORg inh
1	-74%	-7%	-9%	-71%	0.11µM*
2	3%	0%	8%	-1%	2%
3	-24%	0%	12%	-13%	2%
4	u	-2%	-3%	29%	13%
5	-20%[10 µM]	-7%	1%	3%	11%
6	-6%	0%	6%	0%	13%
7	-1%	-11%	1%	0%	-35%
8	-3%	-2%	2%	-2%	9%
9	23%	-3%	16%	78%	35%
10	2%[10 µM]	-5%	-9%	x	1%

entry	SMILES	ELG1 repair inh	NPC1 promoter act	p53 reactivation	FLuc counter	TRPV1 ag	ELG1 genotox
11	COc1ccccc1C(=O)Nc1ccc(OCC(=O)N2CCCCC2C)cc1 (stereo not given)	-7%	-5%	1%	12µM*	1	1%
12	CC1CN(C(=O)c2ccc(NS(=O)(=O)c3ccc(F)c(F)c3)cc2)CC(C)O1 (stereo not given)	2%	-1%	-4%	2%	-3	-1%
13	CCOC(=O)c1sc(NC(=O)C(CC)Sc2nnc3c4ccccc4n(CC)c3n2)nc1C (stereo not given)	-2%	0%	0%	-3%	2	0%
14	CCC(C)N(CC(=O)NCc1ccc(OC)cc1)C(=O)c1csnn1 (stereo not given)	-2%	21%	-5%	5%	0	-1%
15	COc1cc2c(=O)n(CCC(=O)NCC3CCCO3)c(=O)n(CC(=O)Nc3ccc(C)c(C)c3)c2cc1OC (stereo not given)	-9%	-2%	-3%	0%&-10%	10	-2%
16	CCc1ccc2[nH]c(C(=O)Nc3ccc4c(c3)OCO4)cc2c1	-28%	u	9%	2.7µM*	u	14%
17	COc1cccc(CN2CCNC(=O)C2CC(=O)NCC(C)(C)N2CCOCC2)c1OC (stereo not given)	-2%	0%	-6%	-1%	-5	-1%
18	O=C(Nc1nccs1)c1ccc(COc2c(F)c(F)cc(F)c2F)cc1	u	u	u	-17%	14	u
19	O=C1N(Cc2cccc(Cl)c2)C[C@@H]2C[C@@H](c3cccn3-c3cccnc3)N3CCC[C@@]123	-10%	2%	0%	2%	8	6%
20	Cc1ccc2cc(C#N)c(N3CCCC3)nc2c1C	17%	u	4%	0%	-5	3%

entry	Gal4-VP16 FLuc	Tb PFK inh	Rab9 promoter act	BRCA1 expr up	RORg inh
11	x	-3%	0%	40%	x
12	x	0%	-12%	-2%	x
13	-1%	1%	0%	-2%	-8%
14	15%	-3%	5%	-4%	4%
15	-7%	3%	2%	-17%	9%
16	1%	3%	26%	11%	2%
17	-12%	-3%	-4%	1%	-29%
18	-13%	-3%	u	34%	11µM*
19	-4%	1%	0%	-39%	31%
20	12%	8%	u	48%	-20%

entry	SMILES	ELG1 repair inh	NPC1 promoter act	p53 reactivation	FLuc counter	TRPV1 ag	ELG1 genotox
21	CC(Sc1ccccn1)C(=O)Nc1ccc(S(N)(=O)=O)cc1 (stereo not given)	20%	1%	-2%	6%	14	-2%
22	Cc1ccc(S(=O)(=O)NNC(=O)C2CCCCC2)cc1	1%	-3%	8%	2%	0	7%
23	Cc1cccc(N/C=C/c2onc(C)c2[N+](=O)[O-])c1	x	x	x	u	11	x
24	Cc1ccc(CC2SC(=O)NC2=O)cc1Cl (stereo not given)	1%	-2%	1%	-12%	-5	7%
25	Cc1ccc2nc3c(cc(C(=O)NCc4ccco4)c(=N)n3Cc3ccco3)c(=O)n2c1	u	1%	-1%	-2%	u	-8%
26	CC(C)[C@H](N)C(=O)OCCOCn1cnc2c(=O)[nH]c(N)nc21	1%	0%	3%	2%	-1	-9%
27	CCOCCCNC(=O)c1cn(CC)c2ccc(S(=O)(=O)N(C)C3CCCCC3)cc2c1=O	u	0%	-2%	2%	u	-8%
28	COc1cccc(NC(=O)CN2C(=O)NC(C)(c3ccc(C)cc3)C2=O)c1 (stereo not given)	10%	0%	-1%	-1%	5	-3%
29	O=C(COc1ccc(-c2ccccc2)cc1)N1CCN(C(=O)c2cccs2)CC1	u	4%	6%	u	12	7%
30	CCc1cc(C(c2ccccc2OC)N2CCOCC2)c(NC(=O)c2ccccc2)s1 (stereo not given)	-3%	0%	-2%	-1%	u	2%

entry	Gal4-VP16 FLuc	Tb PFK inh	Rab9 promoter act	BRCA1 expr up	RORg inh
21	-1%	-8%	-3%	0%	17%
22	-16%	0%	7%	-12%	-3%
23	-13%	x	x	2.5µM*	-6%
24	-15%	-2%	-1%	27%	u
25	0%	-2%	1%	-1%	-12%
26	1%	3%	-7%	9%&9%	8%
27	-4%	-3%	1%	9%	7%
28	-23%	-2%	-15%	0%	74%
29	11%	5%	19%	-14%	9%
30	-5%	-2%	-6%	-21%	4%

entry	SMILES	ELG1 repair inh	NPC1 promoter act	p53 reactivation	FLuc counter	TRPV1 ag	ELG1 genotox
31	Cc1ccc(NC(=O)NCCCCc2ccccc2)cc1	u	2%	u	-2%	u	6%
32	COc1ccc(Cl)cc1NC(=O)COC(=O)c1ccc(Cl)nc1	-6%	-5%	-9%	3%	0	0%
33	COc1ccc(NC(C)C(=O)Nc2cccc(S(=O)(=O)N3CCOCC3)c2)cc1OC (stereo not given)	-27%	x	-3%	x	x	-1%
34	O=C(c1ccco1)N1N=C(c2cccs2)CC1c1ccc(F)cc1 (stereo not given)	0%	7%	-6%	-3%	14	-1%
35	CN(C(=O)COC(=O)c1cc2ccccc2cc1O)c1c(N)n(Cc2ccccc2)c(=O)[nH]c1=O	9%	6%	-6%	-8%	-1	-3%
36	CN1CCCN(c2ccc([N+](=O)[O-])cc2)CC1	6%	1%	-1%	6%	-3	-9%
37	CNC(=O)c1ccccc1NC(=O)C1CC(=O)N(c2ccc(OC)cc2)C1 (stereo not given)	14%	4%	5%	-2%	-2	0%

entry	Gal4-VP16 FLuc	Tb PFK inh	Rab9 promoter act	BRCA1 expr up	RORg inh
31	-4%	-4%	6%	45%	0%
32	x	0%	-4%	-26%	x
33	x	0%	x	1%	x
34	9%	-2%	-3%	4%[1.84 µM]	1%
35	x	-1%	0%	-3%	x
36	-6%	-10%	3%	22%	8%
37	-2%	-22%	2%	21%	-6%

# Compounds above that have an NH in an aromatic ring (four):
entry	SMILES	ELG1 repair inh	NPC1 promoter act	p53 reactivation	FLuc counter	TRPV1 ag	ELG1 genotox
10	O=C(CN1C(=O)NC(c2ccccc2)(c2ccccc2)C1=O)c1c[nH]c2ccccc12	0%	3%	-7%	u	-3	-4%
16	CCc1ccc2[nH]c(C(=O)Nc3ccc4c(c3)OCO4)cc2c1	-28%	u	9%	2.7µM*	u	14%
26	CC(C)[C@H](N)C(=O)OCCOCn1cnc2c(=O)[nH]c(N)nc21	1%	0%	3%	2%	-1	-9%
35	CN(C(=O)COC(=O)c1cc2ccccc2cc1O)c1c(N)n(Cc2ccccc2)c(=O)[nH]c1=O	9%	6%	-6%	-8%	-1	-3%

entry	Gal4-VP16 FLuc	Tb PFK inh	Rab9 promoter act	BRCA1 expr up	RORg inh
10	2%[10 µM]	-5%	-9%	x	1%
16	1%	3%	26%	11%	2%
26	1%	3%	-7%	9%&9%	8%
35	x	-1%	0%	-3%	x
